hERG WT inh: KCNH2 (human, wildtype) channel inhibition | activity change, % at 1.84 µM | Q12809 | 0.37% of 340,000 active | U2OS, BacMam KCNH2, thallium flux FluxOr; stronger effect = lower value | AID 720551;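 active means maximum activity change below -70%; inconclusive means maximum activity change between -70% and -50%; inactive means maximum activity change above -50%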; further: on the % scale 0 is the no-effect control and ±100 the full control effect
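U2OS cells were transduced with wild-type KCNH2 virus (2.03 x 10^8 / mL) for 4 h at room temperature, then cultured overnight at 37 C. Thallium flux was read with FluxOr dye. Rate constants were normalized to DMSO controls.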
TSHR antagonist: human thyrotropin receptor antagonism; 0.2% of 330,000 active; TSHR-expressing cells, TSH-stimulated cAMP HTRF, 2 h; stronger effect = lower value; activity change, negative = inhibition, % at 11.5 µM; AID 504810; P16473;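 active means activity change below a set negative limit, meaning inhibition stronger than a set level, cut at about -70% in these data; inconclusive means activity change between two set negative limits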; further: on the % scale 0 is the no-effect control and ±100 the full control effect
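Antagonism was scored as loss of TSH-driven cAMP in TSHR cells, stimulated with 4nM TSH (EC80) for 2 hours at 37 deg C and detected by homogeneous HTRF competition immunoassay.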
Tb PFK inh: blocks T. brucei phosphofructokinase; T. brucei PFK, ADP-Glo luminescence; Potency, µM (highest dose often 57.5 µM), inactives show at the highest dose activity, negative = inhibition, usual class: inhibitors; 0.17% of 330,000 active; AID 485367;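 further: potency means the concentration at half of the fitted maximal effect; 0% = uninhibited 1x PFK enzyme wells and -100% = no-enzyme wells; nearly all actives have a fitted effect of over 60% in size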
Target sequence (O15648 whole entry, looked up): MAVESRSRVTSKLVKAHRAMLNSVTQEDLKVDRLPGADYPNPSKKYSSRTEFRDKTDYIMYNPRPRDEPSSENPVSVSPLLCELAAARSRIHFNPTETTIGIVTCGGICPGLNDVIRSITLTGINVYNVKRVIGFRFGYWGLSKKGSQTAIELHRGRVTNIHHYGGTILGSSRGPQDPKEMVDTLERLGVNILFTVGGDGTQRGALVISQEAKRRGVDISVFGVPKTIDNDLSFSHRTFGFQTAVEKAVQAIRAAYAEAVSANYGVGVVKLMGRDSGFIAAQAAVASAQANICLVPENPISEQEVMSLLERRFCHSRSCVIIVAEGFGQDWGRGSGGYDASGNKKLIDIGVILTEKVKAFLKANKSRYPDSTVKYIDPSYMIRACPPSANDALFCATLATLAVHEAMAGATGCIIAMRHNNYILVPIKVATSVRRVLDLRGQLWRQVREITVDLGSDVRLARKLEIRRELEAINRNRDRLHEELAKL
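1.25 nM PFK with 0.5 mM F6P and 0.1 mM ATP in 0.1 M TEA pH 8.0, 5 mM MgCl2, incubated 45 min at room temperature; ADP measured by ADP-Glo luminescence; compounds titrated up to 57 uM.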
TCR activator: activators of T cell receptors. primary human leukocytes, anti-CD3, IL-2 HTRF, 48 h. Potency, µM (doses to about 9.22 µM), inactives show at the highest dose activation of IL-2 secretion, actives largely listed as activators. 330,000 tested, under 10 active; further: % of control where 0% means no effect
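HTRF read-out of IL-2 secretion: europium cryptate donor excited at 320nm, d2 acceptor emission at 665nm. Cells were primary human leukocytes incubated 48 hr with compounds and a-CD3 beads, supplying TCR signal only.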
BCR signal inh: blocks chronic active B-cell receptor signaling | ABC-DLBCL IkBa-CBG/CBR reporter, luminescence ratio, 4 h | Potency, µM (highest dose often 46.1 µM), for inactives: at the highest dose ratio change, negative = lower green/red ratio, actives largely listed as inhibitors | 0.05% of 340,000 active | AID 493014; active means well fitted inhibition curve with a large enough effect in the signal ratio, with a control signal flat, not every such curve was filed as active; inconclusive means small, poorly fitted or top-dose-only effect, or effect the other way, or a change in a side signal; the % refers to the signal ratio;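 further: potency means the concentration at half of the fitted maximal effect; plate controls were basal doxycycline-induced cells for no effect and cells given 10 µM MG132 for full effect; MG132 reads +100%, hits lower the ratio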
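TMD8 human ABC-DLBCL cells with doxycycline-inducible IκBα–green luciferase fusion and unfused red luciferase, in 0.5% FBS medium; compounds up to 46 uM, 4 h at 37C. Green/red luminescence ratio, filter-overlap corrected, fitted to concentration-response curves.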
GALK inhibitor: galactokinase (human) inhibition. AID 1868. Purified GALK, Kinase-Glo residual ATP luminescence. 0.007% of 270,000 active. Potency, µM (doses to about 57.5 µM), inactives show at the highest dose activity change, negative = inhibition, actives largely listed as inhibitors; further: potency means the concentration at half of the fitted maximal effect; on the % scale 0 is the no-effect control and ±100 the full control effect
Target sequence (P51570 whole entry, looked up): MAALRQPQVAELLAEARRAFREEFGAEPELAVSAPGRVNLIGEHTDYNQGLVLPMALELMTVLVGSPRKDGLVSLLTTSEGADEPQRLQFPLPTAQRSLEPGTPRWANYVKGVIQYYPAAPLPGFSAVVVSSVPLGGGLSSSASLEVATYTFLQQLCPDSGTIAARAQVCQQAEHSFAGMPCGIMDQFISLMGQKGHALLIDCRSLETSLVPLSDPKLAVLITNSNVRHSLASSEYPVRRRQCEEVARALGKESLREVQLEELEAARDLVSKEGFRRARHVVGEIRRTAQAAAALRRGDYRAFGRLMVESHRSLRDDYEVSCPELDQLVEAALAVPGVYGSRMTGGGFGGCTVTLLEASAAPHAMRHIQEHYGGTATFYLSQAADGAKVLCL
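GALK at 5 nM final was combined with compound, 35 uM ATP and 100 uM galactose in HEPES pH8.0 with MgCl2 and DTT. The reaction ran one hour at room temperature before luminescent ATP detection.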
AT treatment: potential ataxia-telangiectasia treatment; Potency, µM (highest dose often 57.5 µM), without a hit: at the top dose activation, most hits filed as activators; […] A-T fibroblasts, KAP-1 phosphorylation AlphaLISA; neocarzinostatin DNA damage 30 min before lysis; 0.19% of 320,000 active; further: potency means the concentration at half of the fitted maximal effect; % of control where 0% means no effect; nearly all actives have a fitted effect of over 45% in size
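hTERT-immortalized A-T patient fibroblasts ([…]), 500 cells/well in OPTI-MEM, 1% FBS, got compounds for 60 min, then NCS for 30 min at 37C. Lysates were then assayed for phospho-KAP-1 by AlphaLISA (anti-pKAP1 donor, anti-KAP1 acceptor beads), 6 hr at 25C.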
Giardia kill: Giardia lamblia killing | activity change, % at 7.66 µM, hits read low | Giardia lamblia trophozoite viability | 0.15% of 340,000 active; in the data active means activity change below about -80%; inconclusive means between about -30% and that limit;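 further: parasites exposed to compound for two days anaerobically before the ATP read; on the % scale 0 is the no-effect control and ±100 the full control effect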
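Luminescence from cellular ATP indicates surviving trophozoites (100 cells/well) following 48 hrs anaerobic compound treatment at 37 deg C; signal develops 15-30 min at room temperature.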
FBPA coupling cs: counter-screen for Giardia aldolase inhibitors: coupling enzyme system; activity change, negative = inhibition, % at 58.2 µM, hits read low; coupling enzyme system counterscreen, AmpLite Red fluorescence; AID 2472; 0.67% of 290,000 active; in the data active means activity change below about -30%; further: on the % scale 0 is the no-effect control and ±100 the full control effect
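Compounds tested against the coupling enzymes alone at 57.5 uM final; readout was AmpLite Red fluorescence (525/598 nm) after 20 min at RT.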
MLL CXXC-DNA inh: inhibitors of human MLL CXXC domain-DNA interaction; MLL-CXXC / FITC-HOXA9 DNA fluorescence polarization; Potency, µM (doses to about 115 µM), for inactives: at the highest dose activity change, negative = inhibition, usual class: inhibitors; 0.037% of 290,000 active; active means well fitted inhibition curve with a large enough effect in the polarisation, with a control signal flat, not every such curve was filed as active; inconclusive means small, poorly fitted or top-dose-only effect, or effect the other way, or a change in a side signal; inactive means no such curve, though single readings can be large or run the other way; the % refers to the polarisation; further: potency means the concentration at half of the fitted maximal effect
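Steps: dispense CXXC domain solution (7 uM) → pin compounds or unlabeled HOX-A9 DNA control → 5 min ambient → add FLSN-HOX-A9 solution (50 nM) → spin → 30 min ambient → fluorescence polarization. Tris pH 7.5/NaCl/DTT/BSA buffer.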
* hit, by the source's call; u = inconclusive; x = not tested or not shown; [ ] = another dose, or the depositor's remark. Unless noted, the call rests on the fitted dose curve; in most records, active means well fitted curve in the direction sought with a large enough effect; inconclusive means small, poorly fitted or top-dose-only effect, or another doubt; inactive means no such curve, though single readings can be large; an effect the other way counts as inactive or inconclusive. Outcome played no part in choosing rows. About 1.6% of those tested had a hit in this group.

Screens in order: hERG WT inh	TSHR antagonist	Tb PFK inh	TCR activator	BCR signal inh	GALK inhibitor	AT treatment	Giardia kill	FBPA coupling cs	MLL CXXC-DNA inh
- CCCCN1CC(C(=O)NC2CCCCC2)CC1=O (configuration not stated)
 : 3.3	37.2	-8.5%	-15.5%	16.6%	-1.7%	9.8%	11.0	-0.2	9.3%
- CN(CC(=O)Nc1ccccc1Cl)C(=O)CSc1ncc(C(F)(F)F)cc1Cl
 : -2.3	-4.9	-6.6%	-2.5%[46.1 µM]	-3.0%	-0.8%	-4.1%	8.2	0.8	u
- COc1cc(/C=C(\C#N)C(=O)Nc2ccccc2)ccc1OCCN1CCOCC1
 : -7.3	-2.7	0.9%	-4.8%	-13.1%	2.1%	8.1%	11.6	1.2	-18.4%
- COc1ccc(-c2noc(CCC(=O)Nc3ccc4c(c3)OCCO4)n2)cc1
 : -0.6	-6.2	2.4%	-3.8%	26.1%	0.4%	-4.3%	7.9	-6.0	-0.5%
- COc1ccccc1OCC(=O)NNC(=O)C(=O)N1CCCC1
 : -1.2	-0.7	0.0%	-3.1%[46.1 µM]	14.9%	-0.2%	1.0%	1.2	5.6	-4.5%
- COCCn1c(SCC(=O)Nc2cc(OC)ccc2OC)nc2c(c1=O)SC(C)C2 (configuration not stated)
 : 7.1	-12.1	-1.8%	1.6%	-16.0%	0.0%	-1.1%	8.2	2.6	2.9%
- CCOC(=O)c1[nH]c2ccc(OC)cc2c1NC(=O)NC(C)C
 : 4.4	-3.4	-0.4%	-2.7%	-4.9%	0.2%	0.0%	-7.6	x	11.2%
- CC(C)c1ccc2oc(-c3ccc(NC(=O)c4ncn[nH]4)cc3)nc2c1
 : -5.4	-33.7	10.0%	1.4%	u	-1.6%	-12.1%	-7.5	1.1	8.6%
- Cc1ccc(NC(=O)Cn2nc(C(=O)Nc3ccc(C)cc3)ccc2=O)cc1
 : -7.0	-1.8	0.0%	-1.4%	u	0.1%	1.0%	-2.4	4.2	8.1%
- O=C(NNC(=O)c1ccc(-n2cncn2)c([N+](=O)[O-])c1)c1cccc(Cl)c1
 : -4.8	5.1	-0.8%	x	u	x	15.4%	5.9	x	x
- Cc1ccc(C)c(SCC(=O)OC/C(O)=C(\C#N)c2nc3ccccc3[nH]2)c1
 : -2.8	-3.5	0.1%	5.0%	-1.5%	-1.7%	0.2%	-5.2	-0.6	-3.1%
- COc1ccc(OC)c(NC(=O)c2cccnc2Sc2ccccc2)c1
 : -5.4	7.2	-2.0%	-7.2%[46.1 µM]	u	-0.2%	10.6%	-5.6	-2.1	29.2%
- Cc1cccc(C(=O)O[C@@H]2[C@H](Cc3ccccc3)NS(=O)(=O)[C@H]3C[C@@H]4C=C[C@]23O4)c1
 : -30.0	-9.4	2.8%	-5.1%	6.8%	x	7.5%	-0.8	x	x
- CC(=O)NC(=S)Nc1ccc(NC(=O)c2cccnc2)cc1
 : 2.1	-0.5	-3.2%	3.4%	u	7.8%	-9.0%	3.6	-1.2	-7.1%
- CCOC(=O)c1cc(-c2ccc3c(c2)OCCO3)n[nH]1
 : 7.9	-10.2	2.2%	-0.7%	u	0.1%	1.2%	-16.5	-3.6	6.6%
- Cc1ccc2c(C)nc(Nc3nc(CSc4nnnn4-c4ccccc4)cc(=O)[nH]3)nc2c1
 : 19.6	-4.7	-6.6%	x	5.2%	-2.0%	-10.6%	-10.0	2.1	25.6%
- Cc1ccc(-c2nc3ncccc3o2)cc1NC(=O)c1cccs1
 : 2.5	-11.1	-0.5%	-5.7%	u	0.3%	2.4%	-5.2	-0.7	-7.9%
- Cc1noc(C)c1COc1ccc(C(=O)NNC(=O)c2ccccc2O)cc1
 : 2.7	x	5.36µM*	6.6%	-5.3%	x	-12.5%	4.9	x	x
- O=C(NCc1nnnn1-c1cccc(F)c1)c1ccc(S(=O)(=O)N2CCOCC2)cc1
 : -5.4	-3.7	-1.6%	1.9%	3.4%	x	31.7%	-0.4	x	x
- Cc1ccccc1CC(=O)N1CC(C)OC(C)C1 (configuration not stated)
 : -22.2	-14.5	-0.3%	-1.4%	1.5%	-1.5%	10.5%	-13.6	-2.1	-4.3%
- CCN(CC)CCNC(=O)c1ccc(NC(=O)c2ccc(S(=O)(=O)N3CCCCCC3)cc2)cc1
 : -1.9	15.3	0.0%	10.4%	2.1%	x	0.1%	-17.0	x	x
- CC(C)CC(=O)Nc1ccc(N2CCN(S(C)(=O)=O)CC2)cc1
 : 4.0	2.0	4.0%	-7.0%[46.1 µM]	-0.4%	1.1%	12.6%	6.5	1.9	1.4%
- CCOC(=O)c1c(NC(=O)Cn2cnc3scc(-c4ccc(C)cc4)c3c2=O)sc(C)c1C
 : 2.2	25.5	-1.5%	0.2%[46.1 µM]	-1.0%	0.0%	-0.7%	-1.2	-1.9	22.1%
- CN(C(=O)COC(=O)C1COc2ccccc2O1)c1c(N)n(Cc2ccccc2)c(=O)[nH]c1=O (configuration not stated)
 : 3.0	8.9	10.1%	x	5.4%	x	-4.7%	-17.7	x	x
- COc1cc(/C=C/C(=O)c2ccc(NS(=O)(=O)c3ccc(C)cc3)cc2)cc(OC)c1O
 : -9.1	-25.8	12.5%	1.3%[46.1 µM]	u	-2.5%	6.6%	-4.7	-3.0	42.3%[activator]
- CCOCC(=O)Nc1cccc(-c2nc3cccnc3s2)c1C
 : -4.6	-2.0	-0.2%	9.0%	-0.8%	-2.8%	6.4%	24.0	0.1	-5.3%
- COc1ccc(S(=O)(=O)N2CCCCC2)cc1NC(=O)CNc1ccccc1N1CCCC1=O
 : -0.7	-3.0	-1.1%	-1.7%	5.0%	x	5.9%	4.3	x	x
- Cn1c(SCC(=O)NNC(=O)Nc2ccccc2)nnc1-c1ccccc1
 : 6.2	-6.0	1.2%	-2.3%	u	-1.7%	3.5%	-10.5	-1.2	-3.3%
- O=C(CSc1nnc2ccc(-c3ccccn3)nn12)Nc1ccc(F)cc1F
 : 3.1	1.8	-7.5%	-0.9%	-1.9%	x	-2.7%	4.5	x	x
- O=C(CN1CCC2(CC1)OCCO2)c1c[nH]c2ccccc12
 : -20.0	0.5	-3.3%	2.5%	-4.1%	3.6%	-3.2%	7.6	1.1	5.8%
- N#CCCN(C(=O)CN1CCN(S(=O)(=O)c2ccc(Cl)s2)CC1)c1ccc(F)cc1
 : 11.6	x	4.3%	-2.9%	-0.2%	x	1.1%	3.3	x	x
- CCCN(CC(=O)Nc1ccc(C(N)=O)cc1)CC(=O)Nc1ccc(F)c(F)c1F
 : -0.9	-0.4	-11.0%	1.7%	-6.0%	1.6%	-2.1%	-11.2	-1.1	12.9%
- CN(C)S(=O)(=O)c1cccc(NC(=O)COc2ccccc2C(=O)NCc2ccccc2)c1
 : 2.1	-13.8	-2.4%	-2.1%	u	x	12.9%	-9.7	x	x
- C/C(Cn1nnc2ccccc21)=N\OC(=O)c1ccccc1C
 : 7.0	-8.3	0.2%	-2.0%[46.1 µM]	3.5%	1.1%	-2.4%	8.4	2.8	-1.9%
- COc1ccc(-n2c(C)nc3cc(C(=O)O)ccc32)cc1
 : 4.9	-14.3	3.8%	0.8%	-9.5%	-2.3%	-4.1%	-14.9	-0.9	-4.1%
- Cc1c(/C=C2\NC(=O)NC2=O)c2ccccc2n1C
 : 3.1	-4.3	0.1%	5.8%	-2.2%	6.0%	9.1%	-2.0	1.1	0.9%
- Cc1cc(C)c2c(N)c(C(=O)C(C)(C)C)sc2n1
 : 0.5	14.3	0.7%	-3.1%	0.3%	-3.8%	0.4%	2.5	1.0	11.6%
- Cc1nc(C)n(CC(C)C(=O)N2CCN(S(=O)(=O)c3ccccc3)CC2)n1 (configuration not stated)
 : -1.9	17.5	0.0%	-3.3%	-10.5%	0.4%	5.7%	13.1	2.4	9.2%
- Cn1c(N)c(C(=O)c2cc(-c3ccccc3)nc3ccccc23)c(=O)n(C)c1=O
 : 5.5	2.7	-0.1%	3.9%	-10.3%	-2.8%	8.7%	-3.3	0.6	11.3%
- Cn1c(Cn2c3ccccc3c3ccccc32)n[nH]c1=S
 : 2.7	-23.2	u	-2.3%	-27.7%	-0.7%	3.5%	12.2	2.7	-7.5%
- O=S(=O)(NCCc1ccccc1)c1cccc2nsnc12
 : -11.9	-0.3	-2.9%	6.7%	1.7%	-0.8%	-3.4%	-6.5	0.8	14.2%
- O=C1NC(=O)/C(=C\c2ccc(Cl)nc2)S1
 : x	-14.4	-4.2%	1.8%	8.7%	-5.5%	-3.0%	19.5	6.5	9.1%
- CC(C)C[C@H](NC(=O)C1(c2ccccc2)CCN(C(=O)[C@H]2CSCN2C(=O)OC(C)(C)C)CC1)C(=O)O
 : 9.2	0.8	-2.8%	8.9%	5.8%	x	-0.7%	-7.8	2.5	-1.7%
- Cc1cccc(NC(=S)NC2CC3CCCC(C2)N3Cc2ccco2)c1 (configuration not stated)
 : 34.8	10.3	-3.6%	1.9%	-2.1%	3.7%	6.8%	12.1	2.7	7.5%

From PubChem
